Tb PFK inh = qHTS Assay to Find Inhibitors of T. brucei phosphofructokinase | ATP-dependent 6-phosphofructokinase (Trypanosoma brucei brucei), O15648 | T. brucei PFK, ADP-Glo luminescence | Potency, µM (top dose mostly 57.5 µM), for inactives: at the highest dose activity, negative = inhibition, hits mostly inhibitors | 0.17% of 330,000 active;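 note: potency is the fitted concentration of half-maximal effect; 0% = uninhibited 1x PFK enzyme wells and -100% = no-enzyme wells; nearly all actives have a fitted effect of over 60% in size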
Target sequence (O15648 whole entry, looked up): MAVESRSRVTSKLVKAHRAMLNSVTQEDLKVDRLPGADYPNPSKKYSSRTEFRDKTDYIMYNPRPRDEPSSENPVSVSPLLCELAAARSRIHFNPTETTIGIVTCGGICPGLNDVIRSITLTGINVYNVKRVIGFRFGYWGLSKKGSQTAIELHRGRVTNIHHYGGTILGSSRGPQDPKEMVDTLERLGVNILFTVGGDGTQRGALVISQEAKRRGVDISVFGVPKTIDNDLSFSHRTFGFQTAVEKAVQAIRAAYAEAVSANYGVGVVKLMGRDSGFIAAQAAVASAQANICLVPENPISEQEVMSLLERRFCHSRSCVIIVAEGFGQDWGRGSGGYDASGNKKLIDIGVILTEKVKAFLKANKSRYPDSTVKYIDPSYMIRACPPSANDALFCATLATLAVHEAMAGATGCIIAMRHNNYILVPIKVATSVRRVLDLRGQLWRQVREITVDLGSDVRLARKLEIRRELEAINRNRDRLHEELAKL
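PFK 1.25 nM, F6P 0.5 mM, ATP 0.1 mM, 0.1 M TEA pH 8.0, 5 mM MgCl2, 0.01% Tween20, 0.1% BSA; 45 min RT. ADP-Glo readout. qHTS titration up to 57 uM; curves fitted, compounds curve-classed.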
ELG1 genotox = qHTS screen for small molecules that induce genotoxicity in human embryonic kidney (HEK293T) cells expressing luciferase-tagged ELG1. Potency, µM (highest dose often 46 µM), inactives show top-dose activity change, positive = activation, most hits filed as activators. 1.3% of 330,000 active. HEK293T ELG1-luciferase reporter, luminescence, 16 h. AID 504466, 2011; note: potency is the fitted concentration of half-maximal effect; % of control where 0% means no effect; nearly all actives have a fitted effect of over 60% in size
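16 hr compound incubation (37 °C, 5% CO2) of HEK293T cells carrying luciferase-tagged ELG1; luciferase then measured by ONE-Glo luminescence after 30 min at RT.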
NPC1 prom act = qHTS Assay for NPC1 Promoter Activators | Huh7 NPC1 promoter luciferase reporter, 24 h | Potency, µM (top dose mostly 9.22 µM), for the others: at the highest dose activation, hits mostly activators | 2.4% of 320,000 active;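 note: potency is the fitted concentration of half-maximal effect; % of control where 0% means no effect; nearly all actives have a fitted effect of over 60% in size; reporter is driven by a mutant NPC1 promoter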
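Luciferase expression driven by the NPC1 promoter was measured in stably transfected Huh7 cells after a 24 h compound incubation, using a luciferase reagent and a luminescence read.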
KCNH2 3.1 inh = qHTS for Inhibitors of KCHN2 3.1: Mutant qHTS. U2OS KCNH2 3.1, thallium flux FluxOr; stronger effect = lower value. AID 720553, 2013. Potassium voltage-gated channel subfamily H member 2, brain isoform KCNH2 3.1 (human). activity change, % (tested at about 1.8 µM). 0.95% of 340,000 active;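 active = maximum activity change below -70%; inconclusive = maximum activity change from -70% to -50%; inactive = maximum activity change above -50%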;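 note: thallium influx rate constant from kinetic fluorescence after stimulation buffer; % is set by controls: 0 for no effect and ±100 for the full control effect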
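We transduce U2OS cells with the mutant 3.1 virus, culture them overnight, load FluxOr with Red40 quencher for 45 min, then add stimulation buffer and read kinetically for 2 min to derive a normalized rate constant.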
RORg inh = qHTS for inhibitors of ROR gamma transcriptional activity | Nuclear receptor ROR-gamma (Mus musculus), P51450 | Drosophila S2 Gal4-RORgamma UAS-luciferase reporter, 20 h | Potency, µM (series often up to 53.6 µM), without a hit: at the top dose activity change, negative = inhibition, actives largely listed as inhibitors | 5.4% of 310,000 active; note: potency is the fitted concentration of half-maximal effect; % is set by controls: 0 for no effect and ±100 for the full control effect; nearly all actives have a fitted effect of over 60% in size
Target sequence (P51450 whole entry, looked up, the tested form may be a part): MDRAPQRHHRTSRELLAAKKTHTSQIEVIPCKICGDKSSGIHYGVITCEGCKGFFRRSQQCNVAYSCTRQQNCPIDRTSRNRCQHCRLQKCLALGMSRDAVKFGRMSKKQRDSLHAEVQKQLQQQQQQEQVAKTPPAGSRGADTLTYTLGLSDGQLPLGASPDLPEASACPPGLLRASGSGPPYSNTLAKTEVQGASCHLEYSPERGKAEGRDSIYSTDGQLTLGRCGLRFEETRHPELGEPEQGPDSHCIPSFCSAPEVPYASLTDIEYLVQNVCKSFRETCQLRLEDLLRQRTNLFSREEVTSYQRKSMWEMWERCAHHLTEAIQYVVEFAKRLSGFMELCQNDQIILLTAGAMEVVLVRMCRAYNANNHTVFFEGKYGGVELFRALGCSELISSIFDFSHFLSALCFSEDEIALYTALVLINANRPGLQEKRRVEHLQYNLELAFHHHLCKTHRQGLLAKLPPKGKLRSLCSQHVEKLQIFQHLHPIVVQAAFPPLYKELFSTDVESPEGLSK
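Luminescence from a UAS-regulated Photinus luciferase reporter in stably transfected Drosophila Schneider cells is measured; decreased signal marks ROR gamma inhibition. Fusion expression is induced by 700 uM copper sulfate for 20 hr.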
Coupling enz = qHTS Assay for Inhibitors of Fructose-1,6-bisphosphate Aldolase from Giardia Lamblia: Coupling assay counterscreen; coupling enzyme system counterscreen, AmpLite Red fluorescence; activity change, negative = inhibition, % at 58.2 µM, hits read low; 0.67% of 290,000 active; AID 2472, 2010; in the data active = activity change below about -30%; note: % is set by controls: 0 for no effect and ±100 for the full control effect
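First, compound is pin-transferred into glyceraldehyde-3-phosphate coupling-enzyme reagent at 57.5 uM final and held 10 min at RT. Next, substrate, coupling system and AmpLite Red are added. After 20 min RT, fluorescence (525/598 nm) is read.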
uPA generation = qHTS for Inhibitors of Cell Surface uPA Generation. AID 540303, 2011. 0.31% of 330,000 active. cell surface uPA generation assay, qHTS. Potency, µM (series often up to 38.3 µM), inactives show top-dose activity change, negative = inhibition, actives largely listed as inhibitors; active = well fitted inhibition curve with a large enough effect; inconclusive = small, poorly fitted or top-dose-only effect; inactive = no such curve, though single readings can be large or run the other way; tested in mouse RAW 264.7 cells; note: potency is the fitted concentration of half-maximal effect; % is set by controls: 0 for no effect and ±100 for the full control effect; nearly all actives have a fitted effect of over 55% in size
VP16 counter = VP16 counterscreen qHTS for inhibitors of ROR gamma transcriptional activity | Drosophila S2 Gal4-VP16 UAS-luciferase, luminescence, 20 h | Potency, µM (titrated, usually from 53.6 µM), inactives show at the top dose activity, negative = inhibition, most hits filed as inhibitors | 3.5% of 310,000 active | AID 2546, 2010;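 note: Gal4-VP16 expression switched on by copper sulfate through the metallothionein promoter; potency is the fitted concentration of half-maximal effect; % is set by controls: 0 for no effect and ±100 for the full control effect; nearly all actives have a fitted effect of over 50% in size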
Giardia killer = Small Molecules that selectively kill Giardia lamblia: qHTS; 0.15% of 340,000 active; AID 540267, 2011; activity change, % at 7.66 µM, hits read low; Giardia lamblia trophozoite viability; in the data active = activity change below about -80%; inconclusive = between about -30% and that limit;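 note: parasites exposed to compound for two days anaerobically before the ATP read; % is set by controls: 0 for no effect and ±100 for the full control effect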
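Luminescence from cellular ATP indicates surviving trophozoites (100 cells/well) following 48 hrs anaerobic compound treatment at 37 deg C; signal develops 15-30 min at room temperature.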
Rab9 promoter act = qHTS Assay for Rab9 Promoter Activators; Potency, µM (series often up to 9.22 µM), for inactives: at the highest dose activation, negative = inhibition, actives largely listed as activators; 2.8% of 320,000 active; Huh7 Rab9 promoter-luciferase reporter, luminescence, 24 h; note: potency is the fitted concentration of half-maximal effect; % of control where 0% means no effect; nearly all actives have a fitted effect of over 60% in size
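Stable Rab9-luc Huh7, 1500 cells/well, 2 h settle; cmpd in DMSO, 24 h, 37 °C/5% CO2; luciferase reagent 10 min RT; luminescence.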
FLuc modulator = qHTS profiling assay for firefly luciferase inhibitor/activator using purifed enzyme and Km concentrations of substrates (counterscreen for miR-21 project) | Luciferin 4-monooxygenase (Photinus pyralis), P08659 | purified FLuc, Km substrates, luminescence inhibition | Potency, µM (titrated, usually from 57.5 µM), inactives show at the top dose activity change, negative = inhibition, hits mostly inhibitors | 6.9% of 360,000 active | AID 588342, 2011;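 note: potency is the fitted concentration of half-maximal effect; plate controls were vehicle for no effect and reference inhibitor for full effect; nearly all actives have a fitted effect of over 55% in size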
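Purified P. pyralis luciferase (10nM final) with 10uM D-luciferin and 10uM ATP (Km levels) in 50mM Tris acetate pH 7.5, 10mM Mg acetate, 0.01% Tween-20, 0.05% BSA; qHTS 6-point titration, ~60 µM downward; luminescence read.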
* marks the source's active call; other numbers are inactive results; u = inconclusive; x = not tested or not shown; & = joins results of further samples; [ ] = another dose, or the depositor's remark. Unless noted, calls come from the whole dose curve; as a rule, active = well fitted curve in the direction sought with a large enough effect; inconclusive = small, poorly fitted or top-dose-only effect, or another doubt; inactive = no such curve, though single readings can be large; an effect the other way counts as inactive or inconclusive.

SMILES	Tb PFK inh	ELG1 genotox	NPC1 prom act	KCNH2 3.1 inh	RORg inh	Coupling enz	uPA generation	VP16 counter	Giardia killer	Rab9 promoter act	FLuc modulator
O=C(CCN1CCN(Cc2ccccc2)CC1)NNC(=O)Nc1cccc(C(F)(F)F)c1	-8%	-7%	-2%	-1	0%	-1	-3%	1%	-3	-6%	0%
COCCN=c1scc(-c2ccc3c(c2)NC(=O)CO3)n1/N=C(\C)c1ccc(O)cc1	-5%	-13%	0%	6	u	3	0%	u	18	-7%	0%
COc1ccc(C2/C=C\CN(C(=O)C3CCCC3)[C@H](Cc3ccccc3)C(=O)N2Cc2ccc(F)cc2)cc1 (stereo not given in full)	2%	-5%	-10%	-29	-15%	-2	u	7%	23	-10%	3%
CC(C)(C)OC(=O)N[C@@H](Cc1ccccc1)C(=O)N1CCC(C(=O)N[C@@H](CCC(N)=O)C(=O)O)CC1	1%	-2%	1%	-2	8%	1	-4%	-3%	25	4%	3%
Cc1ccc(NC(=O)CSc2nnnn2C2CCCC2)cc1S(=O)(=O)N1CCOCC1	19%	-3%	0%	-6	x	x	-24%	x	16	2%	3%
N#Cc1c(SCc2ccc(Cl)cc2)sc(C(=O)c2ccccc2)c1N	3%	-4%	-4%	-28	33%	0	1%	11%	15	6%	4%
O=[N+]([O-])c1ccccc1N/N=C/c1ccc2c(c1)OCO2	1%	2.9µM*	0.5µM*	0	1%	-2	0%	u	20	0.32µM*	0.48µM*
CNC(=O)c1sc(-c2cccnc2)nc1C	3%	3%	-2%	-2	7%	0	1%	-4%	3	8%	0%
COc1cc(OC)c2c(-c3ccccc3)cc(=O)oc2c1C(CCN1CCCC1)c1ccc2c(c1)OCO2 (stereo not given)	-2%	3%	-6%	17	u	3&0	-14%	u	-10&38	-6%	1%
NCCCn1c(C(=O)c2cc(Cl)c(N)c(Cl)c2)c2ccccc2[n+]1[O-]	-22%	1%	13%	0	x	x	u	x	u	0%	-1%
O=C(OCc1nnc(-c2ccccc2)o1)c1cn(-c2ccccc2)nc1-c1ccccc1	-2%	-2%	0%	-17	35%	0	11%	-9%	26	4%	u
CCc1cccc(CC)c1NC(=S)Nc1ccc2cn[nH]c2c1	0%	-12%	1%	-6	-27%	-12	-3%	-6%	u	-5%	0%
O=C(N/N=C/C=C\c1ccccc1[N+](=O)[O-])c1cc(-c2ccccc2)nc2ccccc12	2%	0%	2%	-1	1.6µM*	-2	-10%	2.8µM*	-6	-5%	12µM*
Cc1nc2ccccc2n1CC(=O)c1ccccc1	-3%	-4%	-1%	-5	-18%	0	-10%	-1%	7	-5%	2%
Cc1ccc(C(=O)NC2CCN(CC(=O)Nc3cccc([N+](=O)[O-])c3)CC2)cc1	-1%	-6%	-1%	-4	13%	1	-5%	19%	-13	19%	u
CC(=O)Nc1ccc(S(=O)(=O)Nc2nc3ccccc3s2)cc1	-3%	0%	-1%	2	-9%	16	-2%	-2%	-1	0%	5%
CSc1cccc(NC(=O)CN(C)S(=O)(=O)c2ccc(C)cc2)c1	-1%	-11%	2%	12	23%	-2	3%	2%	5	3%	-8%
COC(=O)c1ccc(C)c(NC(=O)C2CC(=O)N(C3CCCC(C)C3C)C2)c1 (stereo not given)	0%	-8%	-4%	5	x	x	-20%	x	-15	-4%	3%
CN1CCN(C(c2ccc(C(F)(F)F)cc2)c2ccc3cccnc3c2O)CC1 (stereo not given)	-12%	u	1%	0	3.2µM*	-1	-13%	1.6µM*	9	-4%	-1%
O=C(COC(=O)C1CCCC1)Nc1ncc(Cl)cc1Cl	-13%	8%	-3%	5	x	x	-1%	x	8	-4%	u
CC(=O)c1c(C)[nH]c(C(=O)OCc2cccc(C)c2)c1C	1%	u	26%	-1	u	0	-6%	-22%	-5	19%	u
N#Cc1c(-c2ccc(Cl)cc2)ccn2nc(C3CCCCC3)nc12	3%	u	u	-8	39%	0	-1%	u	-1	u	-17%
CCc1ccc(/C=C2\SC(=S)N(CCCC(=O)Nc3ccccc3C(=O)O)C2=O)cc1	-8%	-1%	-2%	12	5µM*	x	-21%	20µM*	-2	-15%	u
CCNC(=S)N1CCN(CC(=O)Nc2ccc(Br)cc2)CC1	0%	-3%	-1%	-4	u	2	-3%	-2%	-16	-2%	1%
Cc1[nH]nc2c1C(c1cn[nH]c1-c1ccc(F)cc1)C(C#N)=C(N)O2 (stereo not given)	0%	-1%	1%	-7	0%	-8	-6%	-6%	-8	-4%	-1%
SMILES	Tb PFK inh	ELG1 genotox	NPC1 prom act	KCNH2 3.1 inh	RORg inh	Coupling enz	uPA generation	VP16 counter	Giardia killer	Rab9 promoter act	FLuc modulator
O=C(NN=Cc1cc(Br)c(O)c(Br)c1)c1ccccc1NS(=O)(=O)c1cccs1	u	-2%	x	-15	x	x	1%	x	-8	x	x
CCc1ccc(Cc2cnc(NC(=O)C3=NCCN3)s2)cc1	4%	-14%	9%	-23	7.1µM*	1	4%	u	7	17%	-16%
CC(=O)N1CCN=C1SCc1ccccc1F	1%	-4%	-4%	13	6%	0	-26%	7%	-17	0%	-1%
COc1ccc(CN(Cc2cc3cc(OC)c(OC)cc3[nH]c2=O)C(=O)NC2CCCCC2)cc1	2%	-2%	1%	-5	5%	-3	-8%	2%	-11	-22%	4%
CC(C)CCN1CCN(Cc2cccn2-c2nccs2)CC1CCO (stereo not given)	0%	-6%	-2%	-4	-2%	0	10%	6%	-19	-10%	0%
O=C(O)C/C(=C\c1cc(Br)cs1)c1nc2ccccc2o1	21%	1%	-2%	13	0%	2	2%	-11%	-11	-4%	u
CCN1CCN(CCCNC(=O)CNC(=O)c2nn(-c3ccc(OC)cc3)c(=O)c3ccccc23)CC1	0%	-1%	-4%	30	-18%	0	0%	-9%	7	-2%	-2%
Cc1sc(N)nc1-c1ccc(Oc2ccccc2)cc1	0%	u	18%	0	u	-8	-10%	-9%	-11	29%	24µM*
COc1cccc(/C=C/C(=O)OCC(=O)NC2CC2)c1	1%	2%	-1%	-3	x	x	12%	x	-4	6%	1%
COC(=O)CNc1nc(-c2ccccc2F)nc2ccccc12	-11%	-3%	-4%	-4	-3%[0.365 µM]	2	-10%	x	-8	-7%	3%
Nc1nc2ccccc2n1C(=O)c1ccco1	-6%	u	u	5	11µM*	0	-5%	u	8	2.5µM*	11µM*
CCOC(=O)N1CCN(S(=O)(=O)c2ccc(OCC)c3ccccc23)CC1	0%	-11%	0%	-16	-32%	6	0%	0%	15	-5%	-3%
NC(=O)c1ccc(NC(=O)COc2ccc([N+](=O)[O-])cc2Cl)cc1	-3%	3%	-3%	-15	10%	1	-5%	-21%	u	-3%	-2%
c1cc2c3c(cccc3c1)NC1(CCCCCC1)N2	-5%	-1%	-2%	-26	-30%	-11	1%	-4%	-10	5%	2%
O=C(NCc1ccccc1)C(=O)Nc1nccs1	-12%	2%	-3%	3	26%	-1	-5%	24%	20	18%	-2%
CSc1ccc(S(=O)(=O)NCC(=O)OCC(=O)N(C)Cc2ccccc2)cc1[N+](=O)[O-]	0%	5%	-1%	-5	x	x	-3%	x	-1	1%	8%
COc1ccc(CNC(=O)C/C(C)=N/NC(=O)c2cc(OC)cc(OC)c2)cc1	1%	-3%	-3%	x	-12%	2	x	-7%	x	-2%	2%
CC(C)(C)C(=O)Nc1sc2c(c1C(=O)Nc1ccccn1)CCCC2	0%	-3%	-7%	8	8%	0	5%	0%	-6	-4%	2%
COc1ccc(NC(=O)/C(C#N)=C/c2cccnc2)c(OC)c1	-7%	-2%	-3%	u	-35%	1	6%	5%	-15	14%	-3%
Cc1ccc(NC(=O)c2cc(=O)c3ccccc3o2)cc1S(=O)(=O)N1CCCCC1	6%	-17%	-8%	14	44%	-6	12%	-11%	6	0%	6%
CC(=O)N1CCN(C(=O)c2cccc(S(=O)(=O)N3CCOCC3)c2)CC1	-2%	2%	2%	-3	x	x	-3%	x	-2	-4%	10%
COc1ccccc1N1CCN(S(C)(=O)=O)CC1	0%	0%	-3%	5	-6%	2	-1%	-6%	-1	-1%	10%
CC(=O)c1ccc(S(=O)(=O)N2CCN(C(=O)c3ccccc3Cc3ccccc3)CC2)cc1	0%	-15%	-1%	-3	x	x	5%	x	11	1%	0%

Not a hit list; overall some 14% were active at least once.
